# D1 PAM = Potentiators of Human D1 Dopamine Receptor: qHTS; AID 504651, 2011; D(1A) dopamine receptor (Homo sapiens), P21728; actives 0.036% (n = 360,000); HEK293 TREx D1 cells, calcium flux, dopamine EC20 potentiation; potentiation, % at 10 µM; in the data active means potentiation above about 30%; further: 0% is about no effect
# Target sequence (P21728 whole entry, looked up): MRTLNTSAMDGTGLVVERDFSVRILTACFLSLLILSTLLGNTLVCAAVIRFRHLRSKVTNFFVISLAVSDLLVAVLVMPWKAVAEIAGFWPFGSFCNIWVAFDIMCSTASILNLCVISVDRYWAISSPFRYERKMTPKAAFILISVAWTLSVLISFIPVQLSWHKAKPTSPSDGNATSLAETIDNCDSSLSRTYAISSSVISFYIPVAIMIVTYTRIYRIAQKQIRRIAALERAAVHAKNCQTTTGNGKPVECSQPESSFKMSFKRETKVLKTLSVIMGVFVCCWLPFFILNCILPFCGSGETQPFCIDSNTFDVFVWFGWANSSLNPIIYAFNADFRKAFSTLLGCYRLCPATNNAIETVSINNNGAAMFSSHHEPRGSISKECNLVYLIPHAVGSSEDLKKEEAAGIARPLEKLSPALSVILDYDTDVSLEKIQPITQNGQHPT
# D1 antagonist = Antagonist of Human D 1 Dopamine Receptor: qHTS. HEK293 TREx D1 cells, calcium flux, dopamine EC80; active compounds read low. D(1A) dopamine receptor (Homo sapiens), P21728. activity change, negative = inhibition, % at 10 µM. actives 3.2% (n = 360,000); in the data active means activity change below about -30%; further: on the % scale 0 is the no-effect control and ±100 the full control effect
#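 Tetracycline-induced HEK293 T-REx cells with force-coupled D1 receptor were loaded with a no-wash calcium dye. Compound was added after a 10 s baseline and read kinetically for 180 s; EC80 dopamine was then added and calcium flux followed another 180 s.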
# GRP78 ERSR act = qHTS for Inducers of the Endoplasmic Reticulum Stress Response (ERSR) in Human Glioma: qHTS | U87-MG GRP78 promoter luciferase reporter, 16 h | Potency, µM, for the others: top-dose activation, actives largely listed as activators | actives 0.02% (n = 420,000); further: potency means the concentration at half of the fitted maximal effect; series mostly up to about 76 µM; % of control where 0% means no effect; nearly all actives have a fitted effect of over 35% in size
#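 ERSR induction read as luciferase luminescence (Bright-Glo, 10 min at room temperature) in stably transfected human U87-MG glioma cells exposed to compounds for 16 h, using GRP78 as sensor.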
# Vif-APOBEC3G blk = qHTS for Inhibitors of Vif-A3G Interactions: qHTS | DNA dC->dU-editing enzyme APOBEC-3G (Homo sapiens), Q9HC16 | HeLa A3G-eYFP + Vif (tagged APOBEC3G with the HIV-1 protein that degrades it), YFP fluorescence, overnight | Potency, µM (series often up to 46.1 µM), inactives show at the top dose activity, negative = active, actives largely listed as inhibitors | actives 0.076% (n = 410,000) | AID 602310, 2012;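 further: potency means the concentration at half of the fitted maximal effect; on the % scale 0 is the no-effect control and ±100 the full control effect; nearly all actives have a fitted effect of over 60% in size; hits raise eYFP signal because A3G escapes Vif-driven loss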
# Target sequence (Q9HC16 whole entry, looked up): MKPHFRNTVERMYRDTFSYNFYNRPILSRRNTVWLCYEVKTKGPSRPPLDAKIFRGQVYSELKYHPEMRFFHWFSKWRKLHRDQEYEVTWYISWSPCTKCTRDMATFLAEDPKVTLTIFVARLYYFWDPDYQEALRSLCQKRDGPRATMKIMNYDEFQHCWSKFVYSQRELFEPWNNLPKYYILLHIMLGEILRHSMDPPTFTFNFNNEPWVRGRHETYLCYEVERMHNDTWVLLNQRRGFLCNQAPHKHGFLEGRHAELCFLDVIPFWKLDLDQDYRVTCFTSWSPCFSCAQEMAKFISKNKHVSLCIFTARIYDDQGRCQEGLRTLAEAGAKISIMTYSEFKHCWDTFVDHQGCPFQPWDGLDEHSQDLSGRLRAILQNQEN
#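 Read-out is eYFP fluorescence (Ex 488/Em 500-530) from Vif-expressing HeLa A3G-eYFP cells; more signal means A3G escaped Vif-mediated degradation. Cells plated overnight, compound pinned in, incubated overnight at 37 deg C.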
# Vif-APOBEC3F blk = qHTS for Inhibitors of Vif-A3F Interactions: qHTS; HeLa A3F-eYFP + Vif (tagged APOBEC3F with the HIV-1 protein that degrades it), YFP fluorescence increase; Potency, µM (top dose mostly 46.1 µM), for the others: at the highest dose activity, negative = active; actives 0.2% (n = 390,000); AID 602313, 2012; further: potency means the concentration at half of the fitted maximal effect; % of control where 0% means no effect; nearly all actives have a fitted effect of over 65% in size
#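 HeLa cells stably expressing Vif plus C-terminally eYFP-tagged A3F were seeded, incubated overnight at 37 deg C, dosed with compound, incubated overnight again at 37 deg C. Yellow fluorescence (Ex 488/Em 500-530) reported blocked Vif-mediated A3F-eYFP degradation.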
# D2 PAM = HTS Assay for Positive Allosteric Modulators of the Human D2 Dopamine Receptor: Primary Screen for Potentiators; potentiation, % at 10 µM; AID 485347, 2010; HEK293 T-REx D2, calcium flux, EC20 dopamine potentiation; actives 0.34% (n = 340,000);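 active means potentiation over 3 SD above the plate norm, cut at about 30% in these data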; further: 0% is about no effect
#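 Calcium flux readout, no-wash dye, 1 read/s. Inducible HEK293 Trex D2 line, overnight 30 C. Compound alone 180 s (agonist flags), then EC20 dopamine, another 180 s to score potentiation.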
# D1 agonist = Allosteric Agonists of the Human D1 Dopamine Receptor: qHTS; HEK293 T-REx D1 cells, calcium flux, agonist mode; activation, % at 2 µM; D(1A) dopamine receptor (Homo sapiens), P21728; actives 1% (n = 360,000); AID 504660, 2011; in the data active means activation above about 30%; further: 0% is about no effect
#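 Agonism was scored from calcium flux recorded over 180 s (1 read/s) after pintool compound addition, following a 10-cycle baseline. Cells were inducible force-coupled HEK293 TREx D1, plated overnight at 30 C and loaded with no-wash calcium dye.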
# RXFP1 agonist = qHTS Assay for Agonists of the Relaxin Receptor RXFP1; actives 0.3% (n = 370,000); HEK293T-RXFP1 cAMP TR-FRET, 30 min; response scale: percent of porcine relaxin response, buffer zero; Potency, µM (highest dose often 57.5 µM), for the others: at the top dose activation, usual class: activators; Relaxin receptor 1 (Homo sapiens), Q9HBX9; further: potency means the concentration at half of the fitted maximal effect; on the % scale 0 is the no-effect control and ±100 the full control effect; nearly all actives have a fitted effect of over 60% in size; many of its hits are not listed in these tables
#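 HEK293 cells stably expressing RXFP1, treated 30 min at 37C with compounds plus PDE4 inhibitor Ro 20174; cAMP measured by HTRF TR-FRET. Normalized to buffer and 29 nM porcine relaxin; EC50 by Hill fit.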
# LDHA block = qHTS assay for inhibitors of human lactate dehydrogenase. purified LDHA, NADH/diaphorase-resazurin fluorescence; active compounds read low. activity change, % (values are at about 110 or 230 µM). actives 0.15% (n = 480,000); in the data active means activity change below about -30%; inconclusive means mostly about -25% to -30%;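 further: plate controls were DMSO wells for no effect and wells without enzyme for full effect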
#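 LDH5 2 nM; NADH 0.06 mM, pyruvate 0.2 mM; 200 mM Tris pH 7.4, EDTA, Tween-20; 5 min RT. Detection: diaphorase 0.133 mg/mL + resazurin 37 µM, fluorescence ex540/em590 at 0 and 20 min; normalized to enzyme-free and DMSO wells.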
# * marks the source's active call; other numbers are inactive results; ? = inconclusive; · = not tested or not shown; & = joins results of further samples. Unless noted, the call rests on the fitted dose curve; in most records, active means well fitted curve in the direction sought with a large enough effect; inconclusive means small, poorly fitted or top-dose-only effect, or another doubt; inactive means no such curve, though single readings can be large; an effect the other way counts as inactive or inconclusive. An excerpt; count on the stated rates, not on these rows.
SMILES,D1 PAM,D1 antagonist,GRP78 ERSR act,Vif-APOBEC3G blk,Vif-APOBEC3F blk,D2 PAM,D1 agonist,RXFP1 agonist,LDHA block
CCOC(=O)N1CCC(NC(=O)c2ccc3c(Cl)c4c(nc3c2)CCCC4)CC1,4,-1,0%,5%,-5%,-1,-4,0.4%,-4
COc1ccccc1N1CCN(c2nc3ccc(C)cc3nc2-n2nc(C)cc2C)CC1,-3,4,0%,2%,1%,1,1,2.4%,-8
COC(=O)c1sccc1S(=O)(=O)N1CCN(c2ccccc2OC)CC1,-7,-12,-1%,2%,0%,-9,2,0.0%,0
CC(C)c1ccc(C(=O)NNC(=O)c2ccncc2)cc1,-7,4,3%,-4%,13%,4,3,-1.8%,-3
COc1cc(OC)c(NC(=O)CC(C)S(=O)(=O)c2ccc3c(c2)NC(=O)CO3)cc1Cl (stereo not given),5,0,-2%,-4%,1%,2,0,-0.4%,-6
Cc1cc(C(=O)NCc2cccs2)cs1,5,1,1%,-2%,-2%,·,-1,-0.1%,-1
CCc1ccccc1NC(=O)CSc1ncc(S(=O)(=O)c2ccc(C(C)C)cc2)c(N)n1,-3,20,-3%,2%,0%,-15,5,-0.4%,-2
CC(Sc1ncnc2sccc12)C(=O)Nc1ccc(S(N)(=O)=O)cc1 (stereo not given),·,·,-4%,-7%,-6%,·,·,·,-22
Cc1cccc(N(Cc2ccccc2)C(=O)c2ccccc2S(C)(=O)=O)c1,0,-10,-6%,-2%,-11%,16,0,-3.0%,-1
Cc1ccc(-c2[nH][nH]c(=O)c(=O)c2N=Nc2ccccc2)cc1,-6,-14,2%,1%,-6%,25,0,-1.1%,-1
COc1ccc(Br)cc1CNC(=O)c1cc2n(n1)CCCN(Cc1ccc(C)cc1)C2=O,0,4,-3%,0%,-1%,0,7,0.9%,1
CC(C)(C)CC(=O)Nc1nnc(SCC(=O)NC2CCCC2)s1,-5,-1,0%,-1%,-13%,-2,4,0.1%,-9
CCCCNC(=O)CSc1nnc(-c2c[nH]c3ccccc23)n1CC1CCCO1 (stereo not given),0,8,-3%,-1%,0%,·,-1,2.0%,-6
CCOc1ccccc1NC(=O)CN1CCC(C(=O)c2ccc(F)cc2)CC1,-5,2,-6%,-1%,0%,-23,2,1.3%,0
C/C(=N\Nc1nnc2c3ccccc3n(C)c2n1)c1ccc(C)o1,-2,-11,-3%,-1%,-17%,-9,1,5.2%,-4
O=C(CSc1n[nH]c(-c2ccco2)n1)Nc1ccc(F)cc1,-1,-3,-1%,-10%,-9%,12,3,-2.8%,-8
CCOc1ccc(CN(Cc2ccco2)S(=O)(=O)c2ccc(-n3cnnn3)c(OC)c2)cc1,-6,-9,-1%,1%,-21%,-2,10,-1.3%,3
CC1CCCC(NC(=S)NC(=O)c2ccccc2Br)C1C (stereo not given),-12,-1,-1%,-1%,-8%,1,4,0.5%,1
Cn1c(=O)c2c(ncn2Cc2cccc(Cl)c2)n(C)c1=O,·,·,0%,-1%,1%,·,·,19%,-4&8
COc1ccccc1CNC(=O)C(=O)NCC1OCCN1C(=O)c1ccc(Cl)cc1 (stereo not given),-1,5,-6%,-1%,-8%,5,1,0.0%,-7
CC(C)(C)c1ccc(C(=O)NCCCNC(=O)c2ccccn2)cc1,·,8,5%,-1%,5%,-5,3,-0.4%,-9
Cc1ccc(-n2c(SCC(=O)N3CCC(C)CC3)nc3c([nH]c4ccccc43)c2=O)cc1,-3,15,2%,-6%,-6%,16,0,3.4%,-1
Cc1nn(C(C)C)c(C)c1CN1CCN(Cc2ccsc2)C(CCO)C1 (stereo not given),-3,-6,-3%,3%,-9%,2,1,1.0%,-14
O=C(Nc1cccc(C(=O)N2CCOCC2)c1)c1cccnc1,-4,5,-2%,2%,-5%,7,3,-0.1%,2
COc1ccc(C(=O)CCC(=O)Nc2cccnc2)cc1OC,4,-3,-1%,-1%,4%,10,4,1.5%,-3

# More results
SMILES,D1 PAM,D1 antagonist,GRP78 ERSR act,Vif-APOBEC3G blk,Vif-APOBEC3F blk,D2 PAM,D1 agonist,RXFP1 agonist,LDHA block
CCN(CC)c1nc(-c2ccc(Cl)cc2)cc(C(F)(F)F)c1C#N,-2,-1,-1%,-6%,-14%,0,0,4.6%,2
COC(=O)Cn1cnc2c(nnn2-c2ccc(F)cc2)c1=O,-9,-8,-4%,-5%,-2%,-8,2,-1.4%,-4
CN(C)C1(CNC(=O)CC(NC(=O)c2ccccc2Cl)c2ccccc2)CCCCC1 (stereo not given),-7,-5,-5%,0%,-24%,12,1,-3.1%,-5
CC(=O)N1CCC2(CC1)C(C#N)=C(N)Oc1c2sc2nc(C)cc(C)c12,0,5,4%,-12%,-6%,6,-1,7.6%,-11
Cc1noc(C)c1COC(=O)c1cnc(Cl)c(Cl)c1,-4,-42*,-4%,-4%,-3%,22,7,2.8%,-10
COc1ccccc1N(CC(=O)N/N=C/c1ccc(C(=O)O)cc1)S(=O)(=O)c1ccc(C)cc1,6,12,-2%,-4%,4%,0,1,-2.0%,1
COc1ccc(C(=O)Nc2ccc(C(=O)N3CCC(C)CC3)cc2)cc1OC,8,3,5%,4%,12%,2,5,2.5%,-17
CC(NC(=O)c1cccnc1)C(c1cccs1)N1CCN(C)CC1 (stereo not given),·,-39*,-1%,2%,0%,-7,3,0.4%,-5
O=C(c1cccc(F)c1)N1CCN(c2ccc([N+](=O)[O-])c3cccnc23)CC1,-4,0,-3%,-1%,-5%,9,4,0.6%,11
CC1CCN(C(=O)Cn2c(=O)n(Cc3ccco3)c(=O)c3sccc32)CC1,-6,-22,0%,-5%,6%,21,1,6.0%,-4
CCOc1nc(Nc2ccccc2)nc(OCC)n1,-4,-26,3%,1%,0%,-1,0,-0.5%,-2
CCCn1c(NCc2ccccc2F)nc2ccccc21,-3,20,3%,-2%,0%,-12,0,2.0%,-9
CC(=O)N1CCCc2cc(S(=O)(=O)N(CC(C)C)CC(C)C)ccc21,0,-10,-5%,1%,-2%,-7,1,2.1%,0
CCOc1ccc(N(CC)S(=O)(=O)N2CCCC(C(=O)Nc3ccc(C(C)=O)cc3)C2)cc1 (stereo not given),-7,-25,-2%,3%,2%,1,7,-2.2%,3
COc1ccccc1CCN=C(N)NS(=O)(=O)c1ccc(C)c(C)c1,-3,9,-5%,-3%,1%,-11,0,0.0%,-4
Cc1ccc([C@H]2C[C@H](O)[C@@H](n3cc(-c4ccc(F)cc4)nn3)CN2Cc2cccs2)cc1,·,·,-6%,-26%,-13%,·,·,·,-1
O=C(CN1CCCCCC1)Nc1ccc([N+](=O)[O-])cc1Cl,3,10,4%,-3%,11%,11,4,-0.1%,-2
Cc1ccc(CN2CCN(/N=C/c3cccnc3)CC2)c(C)c1,1,-10,0%,0%,2%,-24,5,1.0%,-1
CC(C)=NNc1nc(-c2ccc(N3C(=O)CCC3=O)cc2)cs1,3,-1,3%,2%,-3%,12,10,0.6%,1
C#CC[N+]1(CC#Cc2ccccc2)CCCCC1,-1,-11,-1%,1%,-3%,·,1,0.5%,0
Cc1cc(-c2ccc(N3C(=O)CCC3=O)c(C)c2)ccc1N1C(=O)CCC1=O,-2,8,-2%,0%,-12%,5,2,1.0%,-8
Cc1ccc(N2CCN(C(=O)N3CCOCC3)CC2)c(C)c1,-5,1,-1%,-1%,?,1,-2,0.7%,1
Cc1cc(NC(=O)c2ccccc2)ccc1NC(=O)Cc1ccccc1,-16,-8,-1%,1%,1%,·,2,-0.8%,-8
O=C(CSCc1c(Cl)cccc1Cl)NN1C(=O)c2ccccc2C1=O,-1,-4,-6%,-2%,-1%,0,3,-1.1%,0
O=C(c1ccc2c(c1)N(Cc1ccc(F)cc1)C(=O)c1ccccc1S2(=O)=O)N1CCCC1,-1,-2,-2%,-1%,0%,2,0,1.2%,-2

# Following part:
SMILES,D1 PAM,D1 antagonist,GRP78 ERSR act,Vif-APOBEC3G blk,Vif-APOBEC3F blk,D2 PAM,D1 agonist,RXFP1 agonist,LDHA block
CN(Cc1ccon1)C(=O)CC1C(=O)NCCN1Cc1ccc(Cl)c(F)c1 (stereo not given),1,0,-4%,2%,9%,2,4,1.0%,5
CCCCCCCSc1nnc(-c2ccccc2N)c(=O)[nH]1,3,6,-2%,-2%,5%,·,-1,-2.5%,-2
CCC(NC(=O)c1ccccc1Br)c1ccccc1 (stereo not given),-4,-1,-4%,0%,2%,-3,1,-1.8%,-6
O=C(CN(C(=O)CNS(=O)(=O)c1ccc(F)cc1)c1ccccc1)NCc1ccco1,-1,-2,0%,2%,-20%,21,8,3.9%,-1
COc1ccc(C(C)=O)cc1COc1ccc([N+](=O)[O-])c(C)c1,-3,-26,-2%,2%,-6%,-8,9,-0.8%,-5
O=C(C1=NN(c2ccccc2)C(=O)CC1)N1CCc2ccccc2C1,2,2,-2%,3%,-2%,-5,3,0.4%,1
COc1ccc(/C=C2/SC(=O)N(CC(=O)Nc3cc(C)on3)C2=O)cc1OC,-2,-2,-2%,2%,-5%,-7,-1,-30%,-2
CN1C[C@@H]2C(c3ccc(Cl)nc3)C3(c4ccc(C#N)cc4)CC2(C3)[C@H]1c1ccccc1 (stereo not given in full),-2,14,-4%,6%,-4%,3,4,0.9%,0

# Part of the list above, limited to Vif-APOBEC3F blk.
molecule,Vif-APOBEC3F blk
COc1ccc(C(C)=O)cc1COc1ccc([N+](=O)[O-])c(C)c1,-6%
O=C(C1=NN(c2ccccc2)C(=O)CC1)N1CCc2ccccc2C1,-2%
